# Screening results from PubChem BioAssay.
# miR-122 sensor = miR-122 inhibition in Huh7 cells | Huh7 miR-122 Renilla luciferase sensor, 48 h; neutral wells = 0, positive control = 100 | activation (reporter increase), % at 12.5 µM | 340,000 compounds, 0.3% hits | AID 602342;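 active = mean replicate activation score at least 90 and every replicate individually at or above 90; inconclusive = only one of the two criteria met; inactive = neither criterion met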;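 note: higher luciferase means less miR-122 activity so hits act as miR-122 inhibitors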
# EWS-Fli inh = blocks EWS/Fli oncoprotein-driven transcription; inhibition, % at 12.6 µM; A673 NR0B1-luciferase reporter, viability-normalised; 350,000 compounds, 0.67% hits;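 active = mean inhibition of at least 50% after viability correction, with every replicate also passing that limit; inconclusive = mean reaches 50% but only one of two replicates passes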;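 note: firefly luciferase signal divided by Alamar Blue viability fluorescence both relative to DMSO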
# F508del corr = correctors of CFTR F508del function in bronchial epithelial cells; activity (quench increase), % at 7.58 µM; CFBE cells, YFP halide quenching; stimulated with forskolin plus potentiator P3; % fluorescence drop versus neutral controls; 350,000 compounds, 0.36% hits; AID 720511;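 active = mean added fluorescence quench of at least 8% versus neutral control, with both replicates also reaching 8%; inconclusive = only one of the mean or replicate conditions met; inactive = mean below 8% and not both replicates reaching 8%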;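 note: cells transiently co-express mutant CFTR-F508del with the halide-sensitive YFP; corrector assay measuring rescue of mutant channel to the surface after 24 h compound exposure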
# INS-1E GSIS act = GLuc luminescence reporter in INS-1E cells, primary screen for activators of glucose-dependent secretion of insulin | INS-1E GLuc reporter insulin secretion, 2-3 h | 370,000 compounds, 0.61% hits | activation, % at 16.6 µM | AID 743287;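 active = lowest replicate activation of at least 40%, so every replicate reaches that level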;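 note: 0% = median of neutral control wells and 100% = median of IBMX positive control wells; some compounds called inactive have numbers as strong as hits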
# PAX8 reporter = lowers PAX8-driven luciferase in RMG-I cells. RMG-I TPO-luciferase reporter, SteadyGlo, 24 h. inhibition, % at 12.6 µM. 360,000 compounds, 1.2% hits;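 active = mean replicate inhibition at least 60% with every replicate also reaching 60%; inconclusive = only one of the two criteria is met; inactive = mean below 60% and not all replicates reaching 60%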;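 note: luciferase light reporting Pax8 driven TPO promoter activity; plate controls were median of neutral control wells for no effect and mitoxantrone controls for full effect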
# DENV2 CPE rescue = protects cells from dengue virus 2 cytopathic effect | DENV2-infected cells, cytopathic effect rescue, plate reader | CPE inhibition, % at 9.99 µM | 350,000 compounds, 1.7% hits; in the data active = CPE inhibition above about 20%, passing the limit was not always enough; inconclusive = no clear call, values can overlap the other calls; tested in BHK-21 cells;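 note: 0% = median of neutral control wells and 100% = median of positive control wells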
# FN deposit inh = fibronectin deposition inhibition; AH1F fibroblasts, Alexa488-fibronectin deposition fluorescence, overnight; inhibition, % at 12.6 µM; 350,000 compounds, 0.086% hits; AID 743247;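 active = mean inhibition across replicates of 30% or more, regardless of how many single replicates reach that level; inconclusive = mean under 30% yet at least half of replicates reach 30%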;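 note: positive control wells lacked labelled fibronectin entirely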
#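 Assay system: AH1F fibroblasts / Quantity: 10000 cells per well / Medium: DMEM plus 2% serum, read in PBS / Reagent: labelled fibronectin 24 nM / Dosing: single dose, pinned / Times: 1 h cell attachment, overnight exposure to compound and label / Signal: fluorescence, ex 485 nm, em 525 nm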
# Active calls of the source: *; u = inconclusive; x = not tested or not shown; & = joins results of further samples; [ ] = another dose, or the depositor's remark.
SMILES,miR-122 sensor,EWS-Fli inh,F508del corr,INS-1E GSIS act,PAX8 reporter,DENV2 CPE rescue,FN deposit inh
COc1cccc(/C=N/NC(=O)Cn2cnc3c2c(=O)n(C)c(=O)n3C)c1,2,6,-0.6,8,-8,2,-6
CCOc1cc(/C=C/C(=O)O)ccc1OCCOc1ccccc1,x,5,0.5,25,-17,4,2
C[C@@H]1CN([C@@H](C)CO)C(=O)c2cc(NC(=O)CCCCCC(=O)Nc3ccccc3N)ccc2O[C@@H]1CN(C)C(=O)Nc1ccc(C(F)(F)F)cc1,-11[16.7 µM],5,-2.2,-14,x,-1,-8
O=S(=O)(N[C@H]1CC[C@H](CCn2cc(-c3ccccc3F)nn2)O[C@@H]1CO)c1ccc(Cl)cc1,x,12,-1.2,-27,44,-12,-1
C[C@@H]1CN([C@H](C)CO)C(=O)c2cc(/C=C/c3ccccc3)cnc2O[C@@H]1CN(C)C(=O)CN(C)C,6[16.7 µM],-8,1.2,-2,x,7,0
CCCN(C)C[C@@H]1Oc2ncc(C#Cc3ccc(OC)cc3)cc2C(=O)N([C@@H](C)CO)C[C@@H]1C,-5[16.7 µM],11,-0.5,16,x,1,-8
CCC(C)N1CC(=O)N2C(c3ccc(OC)cc3OC)c3[nH]c4ccccc4c3C[C@H]2C1=O (stereo partly drawn),37,19,0.5,-14,-8,5,4
CCOCCCNC(=S)N1CCCN(c2nc3cc(C)c(C)cc3cc2C#N)CC1,x,-2,1.3,7,14,6,17
C[C@@H]1CN([C@@H](C)CO)C(=O)CCCn2cc(nn2)CO[C@@H]1CN(C)C(=O)Cc1ccccc1,4[16.7 µM],0,-1.3,2,-12,x,0
COc1ccc(C(c2nnnn2-c2ccc(OC)cc2)N2CCN(C/C=C/c3ccccc3)CC2)cc1 (stereo not drawn),2,12,2.7,-26,-8,-2,1
CSc1nc(O)c(/C=C2\C=Nc3ccccc32)[nH]1,x,x,x,8,-38,x,7
CCN1C[C@@H]2[C@@H]3C(=O)N(Cc4ccccc4)C(=O)[C@@H]3[C@](C)(C1=O)N2C(=O)c1ccccc1,1,-9,1.6,0,-1,5,16
COC(=O)c1ccc(S(=O)(=O)NCc2ccc(S(N)(=O)=O)cc2)o1,x,11,-0.3,4,5,-1,-1
CCOC(=O)N1CCN(C(=O)CCS(=O)(=O)c2ccc3c(c2)CCN3C(=O)CC)CC1,0,x,-0.4,13,2,20,-7
CCCCN1C(=O)/C(=C/C=C2/CC(C)(C)CN2C)SC1=S,-4,x,x,-22,-73,x,3
C=CCN1C(=O)C2(OCCCO2)c2cccc(Cl)c21,x,-2,-0.3,9,-8,u,-3
CCCCCC(=O)N1C[C@H](n2cc(C3CC3)nn2)[C@@H](O)C[C@@H]1c1ccccc1,3,-3,1.6,x,-3,13,3
COCC(=O)Nc1ccc2c(c1)OC[C@@H](C)N(C(=O)c1cnccn1)C[C@@H](C)[C@H](OC)CN(C)C2=O,x,-2,0.9,-1,-12,-1,-7
CCOc1ccc(N2C(=O)C3CCCN3C2=S)cc1 (stereo not drawn),x,0,-0.7,-4,0,-1,3
CCN(CC)CCCNC(=O)c1ccc2c(=O)n(Cc3ccc4c(c3)OCO4)c(=S)[nH]c2c1,2,12,2.3,4,-8,8,-12
Cc1ccc(-c2cnc3c(Cl)c(C)nn3c2)cc1,10,53*,7.1,1,-78,-3,9
O=C(C(=O)N1CCN(c2ccc(F)cc2)CC1)c1c[nH]c2ccccc12,-3,-1,1.8,5,16,1,x
CC(=O)Nc1ccc2c(c1)NC(=O)CC2,x,4,1.4,0,-9,3,x
CCN1CCN(c2ccc(NC(=O)CCc3c(C)nc4c(-c5ccc(F)cc5)c(C)nn4c3C)cc2)CC1,x,30,-8.7,3,-5,-6,-6
CCCCCCNc1nc(NCc2ccco2)nc(OCC)n1,-4,x,x,x,-11,x,10

# (listing goes on)
SMILES,miR-122 sensor,EWS-Fli inh,F508del corr,INS-1E GSIS act,PAX8 reporter,DENV2 CPE rescue,FN deposit inh
CNc1nc(N)c([N+](=O)[O-])c(NCCO)n1,81,1,0.8,x,3,10,0
COc1ccc(C(=O)OCC(=O)N(C)C2CCS(=O)(=O)C2)cc1S(=O)(=O)N1CCCc2ccccc21 (stereo not drawn),x,-6,1.5,-5,11,-2,-4
Cc1cccc(C)c1Nc1cn[nH]c1,-6,-16,4.9,4,-13,2,-8
CSCCC(NC(=O)c1ccc(Cl)c([N+](=O)[O-])c1)C(=O)N1CCN(C/C=C/c2ccccc2)CC1 (stereo not drawn),x,33,2.4,-22,22,-9,-5
O=C(ONC1=NCCCCC1)c1cccc([N+](=O)[O-])c1,x,3,-1.4,-15,9,13,-4
O=C([C@H]1[C@H](CO)[C@H]2Cn3c(ccc(C4=CCCCC4)c3=O)[C@@H]1N2)N1CCC(Cc2ccccc2)CC1,6[16.7 µM],0,-0.1,-2,-3,-3,-7
C[C@@H]1CN([C@@H](C)CO)C(=O)c2cccc(NC(=O)NC3CCCCC3)c2O[C@H]1CN(C)S(=O)(=O)c1ccc(F)cc1,-3[16.7 µM],-7,1.5,-6,-2,12,0
COc1ccc(C(=O)Nc2cc(S(=O)(=O)N3CCCCC3)ccc2OC)cc1,x,1,-1.8,-20,-18,9,2
COc1ccc(OCCCC(=O)OCC(=O)NNC(=O)c2ccc([N+](=O)[O-])cc2)cc1,-6,-3,-0.5,0,-2,-2,-4
CC1(C)CC(=O)C=C(c2ccc(-c3cccc4c3sc3ccccc34)cc2)C1=O,-1,-36,-2.8,-6,-34,-7,x
COc1ccccc1CN1[C@@H]2Cn3c(ccc(C4=CCCC4)c3=O)[C@H]1[C@@H](C(=O)N(C)C)[C@@H]2CO,x,5,x,-8,-7,-3,-1
Cc1ccccc1-c1cnc2c(c1)C(=O)N([C@H](C)CO)C[C@H](C)[C@H](CN(C)C(=O)c1cccnc1)O2,-5[16.7 µM],-2,4.3,13,x,-3,x
COc1ccc2c3c(n(C)c2c1)[C@H](CO)N(C(=O)c1cnccn1)CC31CCN(C(=O)c2cnccn2)CC1,x,-4,-0.6,15,x,-9,x
Cc1ccc2ccccc2c1C(O)c1ncc(-c2ccccc2F)[nH]1 (stereo not drawn),175*,9,-2.1,-1,32,u,0
COc1cc2c(C(=O)NCc3ccc(C)o3)cn(CC(C)C)c(=O)c2cc1OC,37,x,x,x,-13,x,1
CC(C)Oc1ccc(S(=O)(=O)N2CCOCC2)cc1NC(=O)c1cccc(S(=O)(=O)N2CCCC2)c1,x,12,-3.6,-7,15,-6,-2
COc1ccc(CC(=O)N2N=C(C)CC2(O)C(F)(F)F)cc1 (stereo not drawn),x,x,x,3,-8,x,13
CC(OC(=O)CCC(=O)c1cccs1)C(=O)Nc1ccc(Cl)cn1 (stereo not drawn),x,x,x,7,2,x,1
CC(C)c1nc(CNC(=O)CC2C(=O)NCCN2Cc2ccoc2)cs1 (stereo not drawn),-9,7,0.5,1,27,11,10
O=C(c1cnccn1)N1C[C@@H]2N[C@H](C1)C2c1ccc(/C=C/c2ccccc2)cc1 (stereo partly drawn),x,-4&3,-2.6&1.0,-3&-9,14&-109,u,-2&-15
COc1ccc(C)cc1NC(=O)CSc1nnc(COc2ccc(Cl)cc2)n1Cc1ccco1,8,x,x,x,40,x,6
O=C1CC(C(=O)N2CCOCC2)C2(CCCC2)O1 (stereo not drawn),4,x,x,20,21,x,1
CCOC(=O)C1=C(c2ccccc2)NC(=O)N(C(C)=O)C1c1cccc([N+](=O)[O-])c1 (stereo not drawn),x,7,x,-17,37,-1,1
CC(C)C#Cc1ccc([C@@H]2[C@H](CO)N3CCCCN(C(=O)Nc4ccccc4)C[C@@H]23)cc1,-3[16.7 µM],25,-6.2,-11,26,-7,x
CO[C@@H]1CN(C)C(=O)c2cc(NC(=O)C3CCCC3)ccc2OC[C@@H](C)N(S(=O)(=O)c2ccc(Cl)cc2)C[C@H]1C,x,14,-8.1,x,46,2,x

# Two compounds from above, showing only PAX8 reporter:
mol,PAX8 reporter
C=CCN1C(=O)C2(OCCCO2)c2cccc(Cl)c21,-8
CCOc1ccc(N2C(=O)C3CCCN3C2=S)cc1 (stereo not drawn),0

# Other entries.
SMILES,miR-122 sensor,EWS-Fli inh,F508del corr,INS-1E GSIS act,PAX8 reporter,DENV2 CPE rescue,FN deposit inh
Cc1ccc(C(=O)Nc2ccc(CN3CCCCC3)cc2)c(C)c1,1,-3,1.8,3,5,35*,x
O=C(CC1CC1)Nc1ccc2c(c1)[C@H]1C[C@H](CC(=O)NC3CCCC3)O[C@@H](CO)[C@H]1O2,-4[16.7 µM],-1,0.3,-10,-4,-4,-16
FC(F)Oc1ccc(NC(=S)NNc2ccnc3cc(Cl)ccc23)cc1,10,13,-1.3,-11,37,1,8
Cc1nc(NC(=O)COC(=O)c2cccs2)c(Cl)cc1Cl,-8,2,0.4,11,-16,u,5
CN1C(=O)c2cc(NC(=O)Nc3ccccc3)ccc2OC[C@H]2O[C@@H](CC(=O)NC3CCC3)CC[C@@H]21,2[16.7 µM],5,1.1,1,-3,-1,2
COc1ccc(C)cc1-n1nnnc1SCC(=O)NNC(=O)c1ccc([N+](=O)[O-])cc1,-28,5,-3.2,-30,11,18,-1
Cc1ccc(S(=O)(=O)N2CCN(CC(=O)Nc3ccccc3Cl)CC2)cc1,x,5,-2.4,-5,-3,-2,3
O=C(C[C@@H]1CC[C@@H](NC(=O)Nc2ccc(F)cc2)[C@H](CO)O1)NCc1cccc(F)c1,x,4,-1.3,1,x,-3,x
CCCCNC(=O)C[C@@H]1C[C@@]2(C(=O)OCC)CCC=C2N(Cc2ccccc2)C1=O,x,2,0.6,-5,-5,4,-4
CC1CCCCN1S(=O)(=O)c1csc(C(N)=O)c1 (stereo not drawn),1,-7,-1.3,4,-5,2,-8
COc1cc2[nH]c3c(c2cc1OC)CCN1CCCC[C@@H]31,26,-6,-1.5,-2,x,11,x
CNc1nc(-c2c(C)[nH]c3ccc(OC)cc23)cs1,9,10,0.4,8,6,0,7
CC1CC(C)CN(S(=O)(=O)c2ccc(NC(=O)CN3C(=O)NC(C)(c4ccccc4)C3=O)cc2)C1 (stereo not drawn),x,x,-1.3,-50,5,4,-20
C[C@@H]1CN([C@@H](C)CO)S(=O)(=O)c2ccc(C#CCN(C)C)cc2O[C@@H]1CN(C)C,-2[16.7 µM],-10,2.1,4,x,-3,4
Cc1ccc2[nH]c(=O)c3cc(C(=O)NCC4CCCO4)sc3c2c1 (stereo not drawn),x,-5,0.6,-11,12,1,7
CCCNC(=O)N1C[C@H](O)COC[C@H]2O[C@@H](CC(=O)O)CC[C@@H]21,-3[16.7 µM],-5,-0.4,7,0,4,3
C[C@H](CO)N1C[C@H](C)[C@@H](CN(C)S(=O)(=O)c2ccc(Cl)cc2)Oc2c(cccc2N(C)C)C1=O,9[16.7 µM],-4,2.4,12,10,11,x
COc1cccc(C(=O)N2CCN(C3CCCCC3)CC2)c1,-11,14,0.9,0,-6,4,2
O=[N+]([O-])c1ccc(/C=N/Nc2nc(N3CCCCC3)nc(N3CCCCC3)n2)cc1,x,-3,0.7,-1,-2,-1,-3
O=C(Oc1cccc(-n2cnnn2)c1)c1sc2ccccc2c1Cl,3,x,x,9,x,x,2
Cc1ccc(N(CC(=O)NCC2CCCO2)C(=O)CNS(=O)(=O)c2ccc(Cl)cc2)cc1 (stereo not drawn),0,-3,-0.8,-3,2,u,7
COc1ccc(NC(=O)C2CCN(S(=O)(=O)c3ccc(Cl)c(C(F)(F)F)c3)CC2)cn1,4,2,-1.4,-22,-7,9,-11
CC1CCN(C(=O)C(=O)c2cn(CC(=O)N3CCCC3)c3ccccc23)CC1,-1,x,-1.8,3,13,-2,x
